TEAD-YAP inh: TEAD-YAP interaction inhibition. HEK-TIYL cells, TEAD-Gal4/YAP UAS-luciferase luminescence. hit rate 1.4% among 640,000. inhibition, % at 9.12 µM; in the data active = inhibition above about 32%;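 also: 0% = median of test compound wells and 100% = reference inhibitor wells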
MITF inh: human MITF inhibition, primary screen; O75030; AlphaScreen MITF homodimerization, bead proximity signal; inhibition, % at 2.6 µM; hit rate 0.91% among 650,000; in the data active = inhibition above about 50%;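 also: 0% = vehicle wells with protein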
Target sequence (O75030 whole entry, looked up): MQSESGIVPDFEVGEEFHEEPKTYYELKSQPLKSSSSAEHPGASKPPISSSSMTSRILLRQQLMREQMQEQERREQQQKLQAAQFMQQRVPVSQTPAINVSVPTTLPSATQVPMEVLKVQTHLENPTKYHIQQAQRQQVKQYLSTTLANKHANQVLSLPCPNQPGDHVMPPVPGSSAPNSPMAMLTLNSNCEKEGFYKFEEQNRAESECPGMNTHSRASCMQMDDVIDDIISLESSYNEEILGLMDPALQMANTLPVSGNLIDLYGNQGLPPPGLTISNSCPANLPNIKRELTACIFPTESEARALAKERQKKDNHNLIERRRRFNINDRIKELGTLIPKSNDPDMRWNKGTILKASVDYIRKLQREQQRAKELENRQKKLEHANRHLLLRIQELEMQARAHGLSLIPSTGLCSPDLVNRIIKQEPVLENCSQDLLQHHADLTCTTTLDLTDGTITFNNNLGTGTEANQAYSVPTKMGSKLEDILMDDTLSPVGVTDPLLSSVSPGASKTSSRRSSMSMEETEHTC
FBW7 activator: activators of human E3 ligase FBW7 | Q969H0 | AlphaScreen FBW7–phospho-cyclin E peptide binding, activator screen | normalized activity (activation), % at 26.1 µM | hit rate 0.13% among 650,000 | AID 1259310; in the data active = normalized activity above about 1.9%;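 also: purified mutant Fbw7 with reduced substrate affinity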
GPR151 activ: activators of human GPR151; PathHunter beta-arrestin GPR151 cells, luminescence; activation, % at 11.2 µM; hit rate 1% among 650,000; AID 1508602; in the data active = activation above about 4.9%;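 also: 0% = median of compound wells and 100% = cells with positive control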
Target sequence (Q8TDV0 whole entry, looked up): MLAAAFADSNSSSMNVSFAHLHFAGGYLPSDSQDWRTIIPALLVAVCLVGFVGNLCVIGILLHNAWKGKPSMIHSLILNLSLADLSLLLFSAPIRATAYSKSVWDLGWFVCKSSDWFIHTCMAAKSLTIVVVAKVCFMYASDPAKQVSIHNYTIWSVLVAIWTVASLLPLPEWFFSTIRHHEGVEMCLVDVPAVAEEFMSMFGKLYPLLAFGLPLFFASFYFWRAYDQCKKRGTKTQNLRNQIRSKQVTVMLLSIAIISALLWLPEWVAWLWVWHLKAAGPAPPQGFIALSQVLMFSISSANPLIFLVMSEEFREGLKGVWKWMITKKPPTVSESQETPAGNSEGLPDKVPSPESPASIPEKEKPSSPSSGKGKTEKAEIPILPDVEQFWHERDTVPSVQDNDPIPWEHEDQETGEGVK
The depositor's hits bear a star; . = not tested or not shown; & = joins results of further samples. Hits appear at their usual frequency; any-hit rate near 3.5%.

Compound	TEAD-YAP inh	MITF inh	FBW7 activator	GPR151 activ
COC(=O)/C=C1\S/C(=N/S(=O)(=O)c2ccccc2)N(c2ccccc2)C1=O	4	11	-0.3	-0.1
CC1Cc2ccccc2N1C(=O)CSc1nnnn1Cc1ccccc1 (stereo unspecified)	8	7	0.0	0.3
COc1ccc(NC(=O)C2CCN(C(=O)Nc3ccc(C)cc3)CC2)cc1	-8	10	0.2	0.5
CCCc1cc(=O)[nH]c(SCc2ccccn2)n1	-7	1	0.0	0.5
Cc1ccc(S(=O)(=O)n2cc(-c3ccc([N+](=O)[O-])cc3)c(N)n2)cc1	9	29	0.3	-0.4
O=C(Cn1cncn1)N1CCN(c2ncccn2)CC1	-6	-3	-0.1	7.0*
Cn1c(C(=O)N2CCCCCC2)cc2c(=O)n(C)c3ccccc3c21	3	4	-0.2	1.1
Cc1cc2nc(C3CCCCN3C(=O)c3ccc(CO)o3)[nH]c2cc1C (stereo unspecified)	-9	-5	0.0	0.5
COc1cccc(NC(=O)CC2SC(N)=NC2=O)c1 (stereo unspecified)	3	-3	-0.2	0.3
Cc1ccc2nc(SCC(=O)Nc3ccc4c(c3)OCCO4)[nH]c2c1	-18	9	-0.1	0.2
COc1ccc(S(=O)(=O)N2CCCc3ccccc32)cc1OC	16	2	0.1	1.4
CCN1C(=O)c2cccc3c(NC(=O)c4cccc5ccccc45)ccc1c23	0	-7	0.0	1.6

Next part, starting with the last five of the part before.
Compound	TEAD-YAP inh	MITF inh	FBW7 activator	GPR151 activ
Cc1cc2nc(C3CCCCN3C(=O)c3ccc(CO)o3)[nH]c2cc1C (stereo unspecified)	-9	-5	0.0	0.5
COc1cccc(NC(=O)CC2SC(N)=NC2=O)c1 (stereo unspecified)	3	-3	-0.2	0.3
Cc1ccc2nc(SCC(=O)Nc3ccc4c(c3)OCCO4)[nH]c2c1	-18	9	-0.1	0.2
COc1ccc(S(=O)(=O)N2CCCc3ccccc32)cc1OC	16	2	0.1	1.4
CCN1C(=O)c2cccc3c(NC(=O)c4cccc5ccccc45)ccc1c23	0	-7	0.0	1.6
COc1ccc(C2CC(=O)C3=C(C2)NC(C)=C(C(=O)OC(C)C)C3c2ccc([N+](=O)[O-])cc2)cc1OC (stereo unspecified)	3	-1	-0.2	-0.7
COC(=O)c1ccccc1-c1ccc(/C=C2/C(=N)N3N=C(C4CCCCC4)SC3=NC2=O)o1	-3	2	0.2	-0.2
CCc1ccc(NC(=O)c2cc3cc(Br)ccc3oc2=O)cc1	7	12	0.7	-1.6
Cc1cc(-n2c(SCC(=O)Nc3ccc(Br)cc3)nc3n[nH]c(C)c3c2=N)ccc1Cl	-6	11	0.1	0.7
CCOC(=O)c1nn(-c2ccc(OC)cc2)c(=O)c2c(NC(=O)CC(C)C)scc12	-4	-12	-0.1	0.2
CN1CCN(C(=O)c2ccc(-c3ccc(C(=O)NCc4nc5ccccc5[nH]4)s3)cc2)CC1	7	10	-0.1	1.1
COCc1ccc(C(=O)NCc2nnc3n2CCN(Cc2ccc(OC)c(O)c2)CC3)o1	-10	9	0.9	-0.7
COc1ccc(NC(=O)C2=C(C)NC3=C(C(=O)CCC3)C2c2cc(OC)ccc2OC)cc1 (stereo unspecified)	-5	2	-0.1	-1.6
CCOC(=O)CC1=CSC2=NC(C(F)(F)F)(C(F)(F)F)NC(=O)N12	7	5	0.0	5.6*
NC(=O)[C@@H]1CCCN1c1nncc(-c2cccc(Cl)c2)n1	-4	6	0.1	2.6
C#Cc1ccc(NC(=O)C2COc3ccc(OC)cc3C2)cc1 (stereo unspecified)	-12	-1	0.0	-0.5
O=C(/C=C/c1ccc(-c2ccccc2)cc1)Nc1ccc(S(=O)(=O)N2CCCC2)cc1	-5	9	0.0	-1.8
O=C(Nc1ccc(NC(=O)c2ccc(-c3ccc(Cl)cc3)o2)cc1)c1ccco1	-3	-1	0.0	0.8
Cc1ccc(Cn2c(C)c(CNCc3ccccc3Br)c(C(=O)O)c2C)cc1	-5	11	-0.3	0.2
O=C(CSc1nnc(-c2ccco2)o1)Nc1cccc(Cl)c1	-3	7	0.0	0.1
Cn1c(COc2ccccc2)nnc1SCCC(=O)Nc1ccccc1	1	16	-0.1	0.7
CCOC(=O)CSc1nc(Nc2ccccc2)c2cnc(N3CCOCC3)nc2n1	9	5	0.0	-1.8
Cc1ccc(NC(=O)COc2cccc(Cl)c2)c(Br)c1	11	-9	-0.1	-0.8
COc1cccc(NP2(=O)C=C(c3ccccc3)SC(c3ccccc3)=C2)c1	5	-2	0.0	-0.7
CN1C(=O)NC(=O)/C(=C\c2cc(Cl)c(OCc3ccc(C(=O)O)cc3)c(Cl)c2)C1=O	1	12	-0.2	-1.2
CCOc1cc(/C=N/NC(=O)CCc2n[nH]c(=O)[nH]c2=O)cc(Br)c1O	3	-1	0.1	1.6
CCCNC(=O)CSc1nnc2c3cc(OC)ccc3n(C)c2n1	-8	7	-0.2	-0.1
CN(C)c1ccc(CN2CCN(Cc3ccc4c(c3)OCO4)CC2)cc1	-5	53*	-0.4	-1.2
NS(=O)(=O)c1ccc(CCNc2nc3ccccc3c3nc(-c4ccncc4)nn23)cc1	5	8	0.0	-0.3
COC(=O)C1=C(C)NC(=S)NC1c1ccc(-c2ccc([N+](=O)[O-])cc2)o1 (stereo unspecified)	4	-5	0.0	0.5
Cc1c(C(c2ccc(N(C)C)cc2)c2c(C)n(C)n(-c3ccccc3)c2=O)c(=O)n(-c2ccccc2)n1C	7	-4	-0.3	1.6
CC(=O)c1cc(F)c(N2CCN(C(=O)c3cccc(F)c3)CC2)cc1C	10	15	0.0	-0.7
C#CCCCO/N=C1\C[C@@H](O)[C@@H](O)[C@@H]2[C@@H]3C(=O)N(CCC(=O)OCC)C(=O)[C@@H]3CC[C@@H]12	.	-6	-0.1	0.8
O=C(CSc1nc2ccccc2n1S(=O)(=O)c1cccc([N+](=O)[O-])c1)Nc1ccc(Br)cc1F	-1	13	0.1	0.0
COc1ccc(S(=O)(=O)NCc2ccc(C(=O)NCCCN3CCOCC3)cc2)cc1	-7	5	-0.1	1.2
O=c1oc2ccc(Cl)cc2cc1-c1csc(Nc2ccccc2Cl)n1	13	1	0.0	0.7
CCOC(=O)CSc1nc2ccc(OCC)cc2s1	-1	-8	0.2	-0.9
COC(=O)Cn1c(=O)c2c(nc3n(-c4ccc(Br)cc4)c(C)cn23)n(C)c1=O	3	15	0.1	-0.6
Cc1cc(C)c(NC(=O)CN2CCN(Cc3ccccc3)CC2)c(C)c1	8	3	0.0	1.0
Cc1cc(S(=O)(=O)NCC2CCN(C(=O)OC(C)(C)C)CC2)c(C)o1	0	14	1.2	2.4
Nn1cnnc1N/N=C/c1ccc(-c2ccc(OC(F)(F)F)cc2)o1	3	-4	-0.4	-0.8
CCCc1cc(=O)[nH]c(SCC(=O)Nc2sc3c(c2C(N)=O)CCCC3)n1	21	6	-0.1	-1.0
CC(=O)N1CCc2c(sc(NC(=O)c3ccco3)c2C(N)=O)C1	12	14	0.2	-0.1
CCOC(=O)c1sc2nc(Cc3ccccc3)nc(N3CCC(C(N)=O)(N4CCCCC4)CC3)c2c1C	3	0	0.1	0.4
CCCCN(C)Cc1c(O)ccc2c(=O)c(-c3ccccc3OC)coc12	-3	13	-0.1	0.1
COc1ccccc1C(=O)N1CCN(S(=O)(=O)c2ccc(Cl)s2)CC1	-9	-6	-0.2	-0.7
COc1ccccc1C(=O)Nc1ccc(S(=O)(=O)Nc2cccc(C)c2)cc1	19	-1	0.8	-0.4
Cc1ccc(NC(=O)Nc2ccc3ccccc3c2)nc1	-46	-15	0.0	-1.1
O=C(N/N=C/c1cccc(Br)c1)C(=O)Nc1cccc(Cl)c1	4	-6	0.1	2.0
COc1cc(C)nc(N2CCCC(C(=O)NNC(=O)c3ccc(F)cc3)C2)n1 (stereo unspecified)	2	-1	0.0	-1.1
COc1cccc(N2C(=O)CC(N3CCN(CCN=CC4=C(O)CC(C)(C)CC4=O)CC3)C2=O)c1 (stereo unspecified)	9	1	0.2	-0.9
O=C(c1nn2c(c1Br)NC(c1ccccc1)CC2C(F)(F)F)N1CCCc2ccccc21 (stereo unspecified)	10	3	-0.1	0.2
COc1ccccc1Oc1nc2ccccn2c(=O)c1/C=C(\C#N)C(=O)NC1CCCCC1	-3	16	0.1	-8.2

Reprinted at random: two compounds from above.
Compound	TEAD-YAP inh	MITF inh	FBW7 activator	GPR151 activ
COC(=O)c1ccccc1-c1ccc(/C=C2/C(=N)N3N=C(C4CCCCC4)SC3=NC2=O)o1	-3	2	0.2	-0.2
O=C(c1nn2c(c1Br)NC(c1ccccc1)CC2C(F)(F)F)N1CCCc2ccccc21 (stereo unspecified)	10	3	-0.1	0.2

(further entries)
Compound	TEAD-YAP inh	MITF inh	FBW7 activator	GPR151 activ
O=c1c2c(-c3ccccc3)csc2nc2c3ccccc3c3nnnn3n12	-3	7	0.9	-0.3
COC(=O)c1sc2nc3c(c(-c4ccc(C)cc4)c2c1N)CCCCC3	13	16	0.4	0.0
CCCN1C(=O)c2ccc(C(=O)Nc3cc(OC)c(OC)cc3C(=O)O)cc2C1=O	-4	-11	-0.1	0.3
NC(=O)NO	2&5	2&4	0.0&0.9	0.8&1.0
CC(C)C(NC(=O)c1ccc(F)cc1)C(=O)O (stereo unspecified)	1	3	0.1	-1.0
CSc1ccc(CNC(=O)CCCn2nnnc2CN2CCC(C)CC2)cc1	-9	-3	-0.1	1.6
CCCSc1nc(N)c2c3c(sc2n1)CC(C(C)(C)C)CC3 (stereo unspecified)	-6	19	0.2	0.7
O=c1cc(-c2ccccc2)ncn1CCNS(=O)(=O)c1cc(F)ccc1F	0	14	0.3	-0.4
CS(=O)(=O)N(CC(=O)N1CCN(Cc2ccccc2)CC1)c1cccc([N+](=O)[O-])c1	8	13	0.0	-0.5
COC(=O)C1(C(=O)OC)C(CC(C)C)C1(C(=O)OC)C(=O)OC	0	-3	0.1	1.8
COc1ccc(CC2(CCC(=O)NC(c3ccccc3)c3ccncc3)CCC(=O)N2)cc1 (stereo unspecified)	12	5	0.2	-0.2
COc1ccccc1N(NC(=O)C(O)(Cc1ccccc1)Cc1ccccc1)C(=O)c1cccc([N+](=O)[O-])c1	-15	-1	0.0	0.4
COC(=O)c1ccc(CN(C)S(=O)(=O)c2ccc(C)cc2)cc1	-20	0	0.2	1.4
Cc1nc2c(-c3ccccc3)c(C)nn2c(C)c1CCC(=O)NCc1ccco1	5	6	-0.2	0.1
CCn1c(CNC(=O)c2ccc(OC)cc2)nnc1SCC(=O)c1ccccc1	-6	8	0.1	-0.1
CCOCCCNC(=O)C(NC(=O)C1CCC(CC)CC1)C(C)C (stereo unspecified)	7	9	0.2	2.0
CC1=C/C(=N\NC(=O)c2cccs2)CC(C)(C)C1	-40	11	0.6	0.0
C/C(=N\NC(=O)c1cc(C)[nH]n1)c1ccc(Br)s1	-51	-2	0.5	-0.2
O=C(CCCOc1ccc(Br)cc1)Nc1ncc(Cc2ccc(F)cc2)s1	-7	3	0.0	0.1
O=C(Nc1cccc2ccc(-n3ccnc3)nc12)C1COc2ccccc2O1 (stereo unspecified)	1	-13	-0.1	-1.0
CC(C)(C)C1CCC(C(=O)OCC(=O)N2CCOCC2)CC1 (stereo unspecified)	0	0	0.1	1.0
CCCNC(=O)CSc1cn(CC(=O)N(C(C)C)C(C)C)c2ccccc12	3	13	0.1	1.7
Cc1ccc(C(=O)C2=C(N)OC3=C(C(=O)CC(C)(C)C3)C2c2ccccc2Cl)cc1 (stereo unspecified)	4	8	-0.1	1.7
CCOc1ccccc1C(=O)N[C@H](C(=O)OCC(=O)Nc1c(F)cccc1F)C(C)C	5	8	0.0	0.3
Cc1ccc(/C=N/NC(=O)Cc2cccs2)s1	-18	-4	-0.1	1.1
COc1ccc(CCNC(=O)CSc2nc3[nH]ncc3c(=O)n2-c2ccc(Cl)cc2Cl)cc1OC	6	2	0.2	0.4
CNC(=S)Nc1ccc(OC)cc1S(=O)(=O)N1CCCCC1	-8	-3	0.1	0.9
CCOc1ccc(Nc2nc(-c3ccc(OC)c(F)c3)cs2)cc1	-14	7	-0.1	0.4
O=C(Nc1c(F)cc(F)cc1Br)c1cc(S(=O)(=O)N2CCN(c3ccccc3)CC2)ccc1F	9	6	-0.1	-1.1
CC(C)N(CCNC(=O)c1cncc(-c2ccc3[nH]ccc3c2)c1)C(C)C	-1	2	0.0	-2.6
Nc1nnc(SCC(=O)Nc2ccccc2C(=O)c2ccccc2)s1	-5	-3	0.0	-0.8
COC(=O)c1ccc(NN=Nc2ccc(C)cc2)cc1	-10	3	-0.1	-0.5
N#C/C(=C(/O)c1ccc(C#N)cc1)c1nc2ccccc2s1	-56	3	0.0	-1.0
COc1ccc2c(COC(=O)CCS(=O)(=O)c3ccccc3Cl)cc(=O)oc2c1	8	6	-0.1	-1.0
COc1cccc(CC(=O)N2CCCCC2c2nc3ccccc3[nH]2)c1 (stereo unspecified)	9	-1	0.0	-0.5
CCOC(=O)c1c(NC(=O)c2cc(-c3ccc(OC)cc3OC)nc3ccccc23)sc2c1CCC(C(C)(C)C)C2 (stereo unspecified)	-2	0	-0.1	0.2
NC(=O)C1CCN(c2ccc(Nc3ccccc3)nn2)CC1	-3	3	-0.1	-1.9
